SRC1 inh: inhibits human SRC1 coactivator | Q15788 | HEK293 GAL4-SRC1 luciferase reporter, luminescence | inhibition, % at 3.6 µM | 360,000 compounds, 0.12% hits;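 active = inhibition above the campaign mean plus 3 SD, with each screening campaign given its own cutoff, cut at about 60% in these data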;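 note: 0% = DMSO treated cells and 100% = gossypol at 36 µM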
TROY signal inh: TROY signaling inhibition; Q293 LMP1-TROYcd NF-kB luciferase reporter, 4 h; AID 1347056; 360,000 compounds, 0.98% hits; inhibition, % at 10 µM;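 active = compounds whose plate-normalised and pattern-corrected inhibition of the luciferase reporter signal at the single screening dose is 50% or more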
C8 TRAIL sens: caspase-8 TRAIL sensitization; NB7+C8 cells + TRAIL, ATPlite viability luminescence; inhibition (viability loss, TRAIL sensitization), % at 10 µM; 360,000 compounds, 1% hits; AID 624354;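 active = compounds causing at least 50% loss of cell viability in the single-dose screen, relative to plate controls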
NCOA3 inh: inhibitors of human steroid receptor coactivator 3 (SRC3). inhibition, % at 3.6 µM. HEK293 GAL4-SRC3 luciferase reporter, luminescence. 360,000 compounds, 0.17% hits. Q9Y6Q9;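 active = inhibition above a per-campaign cutoff, the mean of all compounds plus 3 SD, cut at about 60% in these data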;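 note: 0% = DMSO-treated cells and 100% = gossypol-treated cells at 36 µM; higher means less SRC3-driven luciferase light from the GAL4 reporter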
Target sequence (Q9Y6Q9 whole entry, looked up, the tested form may be a part): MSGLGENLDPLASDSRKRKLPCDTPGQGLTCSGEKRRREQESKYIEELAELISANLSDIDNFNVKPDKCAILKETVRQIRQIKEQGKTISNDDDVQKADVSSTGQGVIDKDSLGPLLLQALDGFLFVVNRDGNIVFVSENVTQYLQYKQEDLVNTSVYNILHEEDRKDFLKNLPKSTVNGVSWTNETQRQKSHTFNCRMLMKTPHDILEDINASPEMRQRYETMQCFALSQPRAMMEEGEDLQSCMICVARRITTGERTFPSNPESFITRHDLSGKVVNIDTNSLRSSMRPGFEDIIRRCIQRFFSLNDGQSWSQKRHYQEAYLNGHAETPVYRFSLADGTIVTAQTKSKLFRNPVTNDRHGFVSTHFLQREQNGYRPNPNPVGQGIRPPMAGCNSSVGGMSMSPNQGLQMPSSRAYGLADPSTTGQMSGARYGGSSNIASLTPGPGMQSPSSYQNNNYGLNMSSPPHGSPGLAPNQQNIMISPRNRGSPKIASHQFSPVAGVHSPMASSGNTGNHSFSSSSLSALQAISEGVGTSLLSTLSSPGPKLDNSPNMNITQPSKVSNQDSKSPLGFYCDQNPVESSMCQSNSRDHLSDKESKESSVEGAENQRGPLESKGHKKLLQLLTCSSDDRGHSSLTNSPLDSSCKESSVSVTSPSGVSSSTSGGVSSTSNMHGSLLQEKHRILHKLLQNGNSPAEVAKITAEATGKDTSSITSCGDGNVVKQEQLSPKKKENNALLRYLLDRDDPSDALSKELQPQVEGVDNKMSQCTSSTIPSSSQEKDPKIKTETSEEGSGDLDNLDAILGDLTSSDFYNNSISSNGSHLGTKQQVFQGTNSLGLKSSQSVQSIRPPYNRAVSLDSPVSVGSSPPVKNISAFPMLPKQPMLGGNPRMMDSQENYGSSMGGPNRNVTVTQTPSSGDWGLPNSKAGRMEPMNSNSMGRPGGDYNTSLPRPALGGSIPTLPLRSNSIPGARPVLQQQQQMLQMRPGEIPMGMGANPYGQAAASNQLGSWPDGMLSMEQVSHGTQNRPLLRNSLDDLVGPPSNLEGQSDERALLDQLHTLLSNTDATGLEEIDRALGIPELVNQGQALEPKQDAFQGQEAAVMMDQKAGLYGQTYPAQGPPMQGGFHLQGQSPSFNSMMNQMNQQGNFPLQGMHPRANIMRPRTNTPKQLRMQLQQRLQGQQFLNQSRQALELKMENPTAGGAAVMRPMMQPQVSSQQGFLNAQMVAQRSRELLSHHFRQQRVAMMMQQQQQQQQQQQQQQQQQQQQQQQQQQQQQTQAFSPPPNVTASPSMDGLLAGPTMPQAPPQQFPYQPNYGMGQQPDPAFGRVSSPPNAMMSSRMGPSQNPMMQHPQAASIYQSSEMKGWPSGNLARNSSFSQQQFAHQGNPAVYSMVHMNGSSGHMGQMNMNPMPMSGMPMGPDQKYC
EBV LMP1 NFkB: Epstein-Barr LMP1 NF-kappaB reporter inhibition; LMP1-induced NF-kappaB luciferase reporter cells, luminescence; 350,000 compounds, 0.69% hits; inhibition, % at 12.5 µM; in the data active = inhibition above about 41%;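 note: 0% = neutral control wells and 100% = reference inhibitor control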
TLR9-MyD88 block: inhibitors of human TLR9-MyD88 binding; Q9NR96+Q99836; CHO BLA complementation TLR9-MyD88, CCF4 FRET ratio; inhibition, % at 4.98 µM; 340,000 compounds, 0.21% hits;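 active = inhibition above the mean over all tested compounds plus 3 SD, cut at about 21% in these data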;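 note: 0% = DMSO only wells and 100% = clavulanate BLA inhibitor control wells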
NR5A2 inv ag: NR5A2 inverse agonism in reporter assay; O00482; HEK293T StAR-luciferase reporter, LRH-1 transfected, 24 h; inhibition, % at 3.6 µM; 360,000 compounds, 0.13% hits; AID 602396;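 active = inhibition above the mean inhibition of all tested compounds plus 3 SD, cut at about 73% in these data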;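 note: 0% = DMSO wells and 100% = reporter-only cells lacking LRH-1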
NR2F2 inh: NR2F2 (human) inhibition, primary screen; HEK293T NGFI-A luciferase reporter, luminescence; inhibition, % at 8.6 µM; 370,000 compounds, 0.7% hits; AID 686940;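 active = inhibition above a per-plate cutoff, mean inhibition of test wells between control levels plus 3 SD, cut at about 38% in these data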;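 note: cells cotransfected with COUP-TFII expression vector driving the NGFI-A reporter; 0% = median of COUP-TF2 test wells and 100% = reporter-only cells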
NCOA2 inhibitor: human SRC2 (NCOA2) inhibition | Q15596 | HEK293 GAL4-SRC2 luciferase reporter, luminescence | inhibition, % at 9 µM | 370,000 compounds, 0.17% hits;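 active = inhibition above the mean inhibition of all tested compounds plus 3 SD, set per campaign, cut at about 52% in these data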;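 note: 0% = DMSO treated cells and 100% = cells given Gossypol at 36 µM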
NOD2 RIPK2 PPI: inhibitors of human NOD2-RIPK2 interaction; O43353; inhibition, % at 4.98 µM; AID 624267; CHO BLA complementation NOD2-RIPK2, CCF4 ratio; 360,000 compounds, 0.38% hits; in the data active = inhibition above about 21%;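 note: 0% = vehicle only and 100% = reference blocker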
Vif inh: blocks HIV Vif function. HEK293T cells, Vif self-association by quenched fluorescence, imaging, 24 h. inhibition, % at 7.49 µM. 340,000 compounds, 0.35% hits; in the data active = inhibition above about 50%, passing the limit was not always enough; note: some results filed as inactive read as strong as hits
The depositor's hits bear a star; . = no result given. Some of the compounds tested; rates above refer to the full screens.

No.	molecule	SRC1 inh	TROY signal inh	C8 TRAIL sens	NCOA3 inh	EBV LMP1 NFkB	TLR9-MyD88 block	NR5A2 inv ag	NR2F2 inh	NCOA2 inhibitor	NOD2 RIPK2 PPI	Vif inh
1	CC(=O)Nc1ccc(NC(=O)C2CC(=O)N(Cc3ccccc3)C2)cc1 (stereo not drawn)	9	11	0	6	10	-11	16	4	-11	-8	11
2	CCCC[C@@H]1Cc2[nH][nH]c(=O)c2[C@H](c2cccc3ccccc23)O1	.	2	-7	.	.	.	-11	-5	1	-4	.
3	CCN(CC)S(=O)(=O)c1ccc2c(c1)nc(CCC(=O)Nc1ccc3c(c1)OCO3)n2C	-8	-2	27	14	0	-10	-12	9	8	-12	0
4	O=C(c1ccco1)N1CCN(C(c2ccccc2Cl)c2nnnn2CC2CCCO2)CC1 (stereo not drawn)	-9	10	-11	20	-1	0	35	-8	-3	0	6
5	CCN(CCn1cccn1)C(=O)CC1C(=O)NCCN1CC1CCCCC1 (stereo not drawn)	4	3	0	-4	-4	-5	6	7	-29	4	5
6	COc1ccccc1Nc1nc2ccccc2[nH]1	-50	-42	13	-29	-15	-11	-61	-8	-31	0	-4
7	O=S(=O)(SC1=NCCN1)c1ccccc1	-4	-11	-5	-3	2	3	7	9	10	-5	5
8	CC(=O)Nc1nc(C)c(Oc2ccc(Cl)cc2Cl)c(=O)[nH]1	4	-10	-1	8	-2	4	0	-4	-52	1	-3
9	Cc1cc(Br)cn2c(Cc3ccccc3)c(-c3ccco3)nc12	-23	6	-15	-15	.	.	-25	-18	-53	7	19
10	Cc1ccnc(NS(=O)(=O)c2ccc(N3C(=O)Nc4ccccc4N3O)cc2)c1	-5	1	-3	14	-5	4	12	4	-16	-4	-1
11	CC(C)(C)c1cc(C(=O)NNC(=O)Nc2cccc(Cl)c2)n(Cc2ccccc2)n1	0	26	12	7	53*	-1	5	0	16	4	-1
12	COc1ccc(CC(=O)Nc2ccc(N3CCCCC3)cc2)cc1	-9	-5	1	-2	1	4	-11	-7	-37	-12	1
13	CCc1c(O)cc(=O)n(-c2ccccc2)c1-c1ccccc1	-25	4	6	10	0	-2	-12	-1	-9	-5	-9
14	CCc1ccc(NC(=O)CNC(=O)c2cn(-c3ccccc3OC)c(=O)c3ccccc23)cc1	2	-16	-7	17	1	9	-12	7	-24	6	-6
15	O=S(=O)(Cc1ccccc1)NCC1CCCO1 (stereo not drawn)	4	1	-7	-14	-3	-5	-4	3	-19	2	1
16	COC(=O)[C@H]1C[C@@H](c2ccccc2)[C@H](C)C1(C)C	-3	-18	4	11	1	-2	-11	-10	3	5	-1
17	CCCC(C)C(=O)Nc1cc(S(=O)(=O)N2CCCCC2)ccc1N1CCOCC1 (stereo not drawn)	0	-9	-13	18	-1	-2	12	2	12	1	-5
18	CC(=O)c1cccc(N(CC(=O)NC2CCCC2)C(=O)CNC(=O)c2cccs2)c1	0	-2	-6	-1	-4	0	3	-6	-1	-6	36
19	CCN1CCN(Cc2cccc(Oc3ccc(Cl)cc3)c2)CC1	16	-3	-14	-5	-7	8	5	2	-1	-4	-3
20	N#Cc1c(SCC(=O)Nc2nccs2)nc2c(c1-c1ccco1)CCCC2	-18	25	7	-2	-2	4	-14	-2	4	-12	.
21	O=C(COC(=O)c1ccccc1O)NCc1ccccc1Cl	-12	-51	-17	-6	-4	-4	-4	-7	-6	-10	-1
22	CCCOC(=O)C1C2C=CC(C2)C1C(=O)OCC(=O)c1ccccc1 (stereo not drawn)	1	11	-10	4	0	-3	13	2	7	-5	-7
23	O=C(CCN1CCN(c2ccccc2)CC1)Nc1ccccc1F	-19	-8	-7	-3	7	-9	4	-3	-41	7	-1
24	Cn1c(/C=C/c2cccc([N+](=O)[O-])c2)nc2ccccc2c1=O	-23	-15	0	-1	-4	13	2	-7	-2	3	-8
25	Cc1ccc(NC(=O)CCOc2ccccc2C)cc1F	-16	-39	-1	-13	-13	2	-2	-9	-44	6	-3
26	CCCCCCC(=O)Nc1ccc(C(=O)N/N=C/c2cccnc2)cc1	-40	4	-5	-20	-9	-2	18	-21	6	3	-16
27	CCN(CC)CCCNC(=O)C1c2ccccc2C(=O)N(C)C1c1ccc(OC)cc1 (stereo not drawn)	-9	10	2	12	4	7	-14	7	12	1	-2
28	CC1(C)Cc2c(cnn2-c2ccc(F)cc2)C(NC(=O)C2=NNC(=O)CC2)C1 (stereo not drawn)	-16	-59	-16	-13	-5	-8	-10	-32	-5	5	-2
29	CCOC(=O)c1csc(NC(=O)c2ccc3c(c2)OCCO3)n1	-78	-74	29	-51	-9	-3	-95	.	.	-3	-1
30	CCn1c(SC(C)C(=O)O)nnc1-c1cccnc1 (stereo not drawn)	-9	-18	6	9	-2	2	8	-1	4	-7	2
31	Cc1cc(C)c(C(=O)OCC(=O)NC(=O)c2ccccc2)c(C)c1	-7	-7	-5	-58	0	5	-3	-11	-7	-11	.
32	O=c1c2ccccc2cnn1Cc1cccc(Br)c1	-6	5	-1	15	-5	-4	23	11	-6	-3	-2
33	Cc1cc(Nc2nc3ccccc3nc2Cl)n(-c2ccccc2C)n1	22	9	5	17	-2	5	7	18	20	-11	8
34	COC(=O)[C@@]12C[C@@H](CC(=O)NCCCN3CCCC3=O)C(=O)N(Cc3ccccc3)C1=CCC(C)(C)C2	.	.	0	.	.	.	23	8	1	0	.
35	Cc1nc2ncnn2c(C)c1CCC(=O)N1CCCCC1	-12	-5	-10	3	-2	1	-7	-12	7	-3	0
36	CCOCCCNC(=O)c1cn2c3c(ccc(Cl)c3c1=O)OC(C)C2 (stereo not drawn)	-2	-12	-9	1	-3	2	5	-9	-24	-4	-8
37	O=C(COc1ccc(Cl)cc1)NCCCn1ccnc1	0	2	2	12	7	-8	-6	7	-14	-7	17
38	COCCN1C[C@@H](CO)O[C@@H](n2cnc3c(NCc4ccc(F)cc4)ncnc32)C1	-14	-4	1	-2	.	.	21	9	-43	-7	.
39	Cc1cc(Cl)ccc1-n1c(-c2cccnc2)n[nH]c1=S	6	2	21	5	1	-4	11	3	-8	-5	-3
40	Cc1ccccc1S(=O)Cc1ccc(C(=O)NC2CCN(Cc3ccccc3)CC2)o1 (stereo not drawn)	-6	-18	2	16	4	-8	-7	11	-39	6	-6
41	COc1cccc(CNC2CCCc3ccccc32)c1OC (stereo not drawn)	1	15	1	-2	9	1	9	10	-22	3	0
42	C[C@H](CO)N1C[C@H](C)[C@H](CN(C)Cc2cccc(C(F)(F)F)c2)OCc2ccccc2-c2c(n(C)c3ccccc23)C1=O	-9	-14	-7	5	-2	10	16	-20	5	-3	-1
43	O=C(c1ccco1)N1CCN(C(=O)c2cc(-c3ccccc3F)no2)CC1	-2	-41	-5	-31	-20	-5	-23	-12	-55	3	-4
44	COC(=O)CCN(C(=O)c1ccc(Cl)c([N+](=O)[O-])c1)c1ccccn1	9	-17	-5	28	0	-1	-16	11	-32	3	5
45	CC(=O)c1c(C)[nH]c(C(=O)OCC(=O)NCc2cccs2)c1C	-20	-29	9	-17	-1	-3	-22	6	-18	-3	-2
46	CCN(CC)S(=O)(=O)c1cc(NC(=O)c2ccc3c(c2)NC(=O)C(C)S3)ccc1C (stereo not drawn)	-7	67*	20	17	7	-10	18	61*	36	7	-3
47	Oc1ccccc1N1CCN(CC(O)COCc2ccccc2Cl)CC1 (stereo not drawn)	0	-14	-1	-3	-8	-3	-10	-3	-28	-9	5
48	CCn1c(=S)sc2c(=O)n(-c3ccccc3)c(SCC(=O)NCc3ccco3)nc21	-11	3	-7	9	-1	12	11	14	-25	-2	-2
49	CCC1CCCCN1C(=O)CSc1nc(N)cc(N)n1 (stereo not drawn)	1	-1	-6	-7	1	-4	9	1	20	-3	1
50	O=C(NCc1ccccc1)c1ncn(Cc2ccccc2)c1C(=O)NCc1ccccc1	-2	0	-13	21	5	-2	15	16	-5	-4	-2

Continued.
No.	molecule	SRC1 inh	TROY signal inh	C8 TRAIL sens	NCOA3 inh	EBV LMP1 NFkB	TLR9-MyD88 block	NR5A2 inv ag	NR2F2 inh	NCOA2 inhibitor	NOD2 RIPK2 PPI	Vif inh
51	O=C(CCc1nc2ccccc2s1)OCc1ccccc1	-18	-5	-2	9	10	4	8	-9	4	-16	1
52	CCN(CC)C(=O)C1=C(C)N(Cc2ccc(F)cc2)C(=O)C(CC(=O)NCC2CCCCC2)C1 (stereo not drawn)	-17	-17	-3	3	3	7	9	-11	0	-4	-3
53	CC1(C(=O)NS(=O)(=O)c2cccc(F)c2)CCN1C(=O)c1ccccc1CCc1ccccc1 (stereo not drawn)	-4	0	-1	-13	.	.	-5	8	-12	-21	-12
54	COc1ccc(N2CCN(c3nc4ccccc4nc3NS(=O)(=O)c3ccccc3)CC2)cc1	9	-7	-9	-5	-2	-10	-1	-6	-6	-1	-4
55	C[C@@H]1CN([C@@H](C)CO)C(=O)c2cc(NC(=O)Nc3cccc4ccccc34)ccc2O[C@@H](C)CCCCO[C@H]1CN(C)C(=O)c1ccccc1	9	9	3	-22	-3	-15	-28	27	-1	5	.
56	COc1cc(CN2CCN(S(=O)(=O)c3ccc(F)cc3)CC2)cc(OC)c1OC	12	-9	-7	10	-2	-10	19	0	-7	-15	6
57	CC(C)C(=O)Nc1cccc(C(=O)NCc2ccc3c(c2)OCO3)c1	-9	15	4	15	-5	3	-4	.	.	4	-5
58	O=c1cc(CN2CCN(Cc3ccccc3)CC2)c2cc(Cl)ccc2o1	-23	0	11	-5	10	5	-7	-20	-11	2	-1
